# Bioassay records as filed in PubChem BioAssay.
# PTAP-TSG101 blk: blocks PTAP binding to human TSG101, validation; Q99816; Fluorescence polarization, FITC-PTAP peptide/Tsg101, 20 min; Potency, µM (highest dose often 115 µM), without a hit: top-dose activity change, negative = inhibition, most hits filed as inhibitors; 44,000 tested, under 10 active; AID 1347069; also: potency is read from the fitted curve at half-maximal effect; 0% is about no effect
#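 qHTS FP binding, 20 min r.t.: 10 uM Tsg101 domain + 50 nM FITC-PTAP peptide, pH 7.5 HEPES buffer with TCEP and EDTA.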
# p53null 39C kill: kills p53 null cells at the nonpermissive temperature. H1299 p53-null (neo) cells, 39C, ATPlite viability, 24 h. Potency, µM (series often up to 46.1 µM), for inactives: at the top dose activity, negative = cell killing, actives largely listed as cytotoxic. hit rate 0.97% among 55,000. AID 904;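 also: potency is read from the fitted curve at half-maximal effect; 0% = DMSO only and -100% = full killing by 100 µM tamoxifen; nearly all actives have a fitted effect of over 50% in size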
#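 Cells seeded at 600/well, 37C overnight. Compound added (up to 46 uM), plates shifted to 39C for 24 hr. ATPlite added, luminescence read after 20 min at room temperature.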
# p53null 32C tox: selectivity test: cytotoxicity in p53 null cells, permissive temperature; H1299-neo p53 null cells, ATP luminescence, 24 h, 32C; Potency, µM (top dose mostly 46.1 µM), inactives show top-dose activity change, negative = cytotoxicity, hits mostly cytotoxic; hit rate 0.62% among 55,000;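 also: potency is read from the fitted curve at half-maximal effect; 0% = DMSO only and -100% = full killing by 100 µM tamoxifen; nearly all actives have a fitted effect of over 55% in size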
#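 Cytotoxicity: H1299-neo (no p53), 32C, 24 h treatment. Concentrations up to 46 uM. Readout cellular ATP, luminescence. Normalization to DMSO basal and tamoxifen 100 uM maximal kill.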
# FH mod: Identification of activators of human fumarate hydratase by quantitative high-throughput screening. hit rate 0.22% among 54,000. FH coupled MDH/diaphorase resazurin fluorescence, 15 min. AID 1347055, 2019. Fumarate hydratase, mitochondrial (Homo sapiens), P07954. Potency, µM (titrated, usually from 79.9 µM), without a hit: top-dose activity change, negative = inhibition, actives largely listed as inhibitors; also: potency is read from the fitted curve at half-maximal effect; % is scaled to controls: 0 for no effect and ±100 for the full control effect; the screen sought activators but most active calls are inhibition curves; nearly all actives have a fitted effect of over 45% in size
# Target sequence (P07954 whole entry, looked up): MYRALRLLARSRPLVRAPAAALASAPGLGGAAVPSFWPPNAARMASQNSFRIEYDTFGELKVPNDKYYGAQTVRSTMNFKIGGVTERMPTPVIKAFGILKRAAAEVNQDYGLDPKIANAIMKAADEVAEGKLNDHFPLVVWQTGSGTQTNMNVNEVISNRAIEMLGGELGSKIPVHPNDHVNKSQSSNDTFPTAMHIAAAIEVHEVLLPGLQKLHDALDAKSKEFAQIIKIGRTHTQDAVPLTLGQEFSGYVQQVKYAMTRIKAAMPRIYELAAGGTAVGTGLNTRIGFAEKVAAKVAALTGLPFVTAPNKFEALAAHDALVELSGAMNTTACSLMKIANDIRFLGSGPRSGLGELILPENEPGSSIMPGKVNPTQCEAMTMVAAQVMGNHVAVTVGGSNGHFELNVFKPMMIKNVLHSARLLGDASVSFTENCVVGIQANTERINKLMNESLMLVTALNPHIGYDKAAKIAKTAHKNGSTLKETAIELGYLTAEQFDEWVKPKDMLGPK
# NTMT1 inhibitor: inhibitors of human N-terminal methyltransferase NTMT1; Q9BV86; NTMT1 MTase-Glo SAH luminescence, purified enzyme; Potency, µM (titrated, usually from 114 µM), inactives show at the top dose activity change, negative = inhibition, most hits filed as inhibitors; hit rate 2.5% among 59,000; AID 1645870;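 also: potency is read from the fitted curve at half-maximal effect; plate controls were DMSO vehicle for no effect and no enzyme for full effect; nearly all actives have a fitted effect of over 65% in size; many of its hits are not listed in these tables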
# Target sequence (Q9BV86 whole entry, looked up): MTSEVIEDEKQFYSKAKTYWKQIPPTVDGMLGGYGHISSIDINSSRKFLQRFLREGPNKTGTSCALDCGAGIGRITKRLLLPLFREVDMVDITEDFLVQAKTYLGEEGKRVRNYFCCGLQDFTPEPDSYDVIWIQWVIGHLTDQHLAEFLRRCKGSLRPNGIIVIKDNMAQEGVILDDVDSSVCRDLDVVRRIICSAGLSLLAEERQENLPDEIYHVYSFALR
# B2AR arrestin ag: beta-arrestin recruitment by human beta2-adrenergic receptor ligands. 44,000 tested, under 10 active. HTLA Tango cells, beta-arrestin recruitment, luciferase luminescence, 18 h. Potency, µM (highest dose often 46.1 µM), without a hit: at the top dose activation, actives largely listed as activators;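 also: potency is read from the fitted curve at half-maximal effect; 0% = DMSO and full agonism = EC100 isoproterenol or metaproterenol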
#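 Tango cells (recombinant beta2-AR, beta-arrestin, tTA-driven luciferase), 1500/well in DMEM 1% FBS, treated 18 h at 37 °C with compounds up to 46 µM; luciferin mix added, luminescence read after 15 min; %activity curves fitted and curve-classed.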
# GALK inhibitor: inhibitors of human galactokinase (GALK); P51570; recombinant GALK, Kinase-Glo ATP luminescence, 1 h; Potency, µM (top dose mostly 57.5 µM), for the others: at the top dose activity, negative = inhibition, most hits filed as inhibitors; 44,000 tested, under 10 active;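 also: plate controls were full GALK reaction for no effect and reaction lacking GALK for full effect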
# Target sequence (P51570 whole entry, looked up): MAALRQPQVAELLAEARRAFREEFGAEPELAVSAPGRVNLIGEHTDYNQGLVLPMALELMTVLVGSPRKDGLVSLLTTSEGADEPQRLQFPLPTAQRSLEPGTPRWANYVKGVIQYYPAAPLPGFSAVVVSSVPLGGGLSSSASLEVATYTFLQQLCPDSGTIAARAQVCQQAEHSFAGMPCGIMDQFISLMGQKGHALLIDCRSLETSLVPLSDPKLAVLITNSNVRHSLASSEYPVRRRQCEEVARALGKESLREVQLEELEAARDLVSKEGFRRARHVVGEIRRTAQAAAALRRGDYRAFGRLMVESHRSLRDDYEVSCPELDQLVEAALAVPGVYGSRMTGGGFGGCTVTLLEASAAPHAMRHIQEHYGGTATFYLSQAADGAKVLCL
#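 5 nM GALK; 35 uM ATP; 100 uM D-galactose; 20 mM HEPES pH 8.0, 5 mM MgCl2, 60 mM NaCl, 1 mM DTT, 0.01% BSA; 1 h RT; Kinase-Glo Plus luminescence.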
# * hit, by the source's call; ? = inconclusive; nt = no result given; [ ] = remark or other dose. Calls follow the shape of the dose curve; as a rule, active = well fitted curve in the direction sought with a large enough effect; inconclusive = small, poorly fitted or top-dose-only effect, or another doubt; inactive = no such curve, though single readings can be large; an effect the other way counts as inactive or inconclusive. This is a subset; the hit share may differ from the screen's.
SMILES,PTAP-TSG101 blk,p53null 39C kill,p53null 32C tox,FH mod,NTMT1 inhibitor,B2AR arrestin ag,GALK inhibitor
CCCCCNC(=O)c1ccc2c(c1)nc(C)n2-c1cccc(C)c1,0%,4%,9%,-12%,-8%,-1%,-4%
Cc1cc(F)ccc1NC(=O)c1sc2nc(-c3cccs3)ccc2c1N,-9%,-7%,-6%,-11%,-1%,-2%,-1%
O=C(Cn1cc(SCc2ccc(C(F)(F)F)cc2)c2ccccc21)N1CCCCC1,-1%,19%,10%,-17%,0%,-1%,0%
COc1ccc(NC(=O)CCn2cnnn2)cc1,-1%,7%,5%,0%,14%,-1%,-1%
O=C(CSc1nc2c([nH]c3ccccc32)c(=O)n1-c1ccccc1F)Nc1cccc(Cl)c1,-5%,-8%,25%,?,0%,?,-7%
O=C(Nc1cc(Cl)cc(Cl)c1)c1ccc(F)c(S(=O)(=O)NCc2ccccc2Cl)c1,-2%,3%,4%,?,13%,-1%,2%
Cc1ccc2oc(=O)c3cnn(CC(=O)N4CCN(c5cc(Cl)ccc5C)CC4)c3c2c1,1%,-17%,-6%,-3%,3%,1%,7%
COc1ccc(NC(=O)Nc2c[nH]c(=O)[nH]c2=O)c(OC)c1,1%,-2%,-2%,-13%,-7%,0%,-1%
Cc1ccc(C)c(NC(=O)CSc2nc(=O)n(Cc3ccccn3)c3c2CCC3)c1,-4%,3%,5%,-2%,3%,-1%,-8%
Cc1ccc2c(c1)-c1nc(-c3ccc4c(c3)NC(=O)CO4)cc(-c3ccccc3)c1CO2,1%,nt,nt,2%,19%,0%,0%

# Copied from the list:
# O=C(Cn1cc(SCc2ccc(C(F)(F)F)cc2)c2ccccc21)N1CCCCC1 in NTMT1 inhibitor reads 0%
# CCCCCNC(=O)c1ccc2c(c1)nc(C)n2-c1cccc(C)c1 in p53null 39C kill reads 4%
# O=C(Nc1cc(Cl)cc(Cl)c1)c1ccc(F)c(S(=O)(=O)NCc2ccccc2Cl)c1 in GALK inhibitor reads 2%

# Continuation.
SMILES,PTAP-TSG101 blk,p53null 39C kill,p53null 32C tox,FH mod,NTMT1 inhibitor,B2AR arrestin ag,GALK inhibitor
CCS(=O)(=O)N1CCC(n2c(C(F)(F)F)nc3cccnc32)CC1,-3%,-1%,-6%,nt,nt,0%,-1%
COc1ccc(S(=O)(=O)N2CCC(Oc3ccc(-n4cnnn4)cc3)CC2)cc1OC,0%,-16%,-1%,-7%,-5%,-1%,?
CCOc1ccc(OCC)c(NC(=O)c2csc3c2CCCC3)c1,0%,?,6%,-23%,?,0%,0%
Cc1c(Cl)cccc1NC(=O)c1ncoc1-c1ccco1,-1%,-9%,-4%,-11%,5%,0%,-1%
COC(=O)c1ccccc1NC(=O)CSc1nc(-c2ccccc2)cc(C(F)(F)F)n1,-9%,3%,10%,-7%,1%,0%,2%
O=C(Nc1cc(-c2nc3ccccc3o2)ccc1Cl)c1sc2c([N+](=O)[O-])cccc2c1Cl,-6%,-5%,1%[9.22 µM],-10%,10%,1%,8%
O=C(Nc1cccc2cccnc12)c1cccc2c(Br)cccc12,1%,14%,19%,-19%,3%,-2%,1%
CCc1nn(CC(=O)NCCc2ccc(Cl)cc2)c(=O)c2cc3ccccc3n12,-2%,-10%,-8%,1%,-11%,1%,0%
CCOc1ccccc1NC(=O)C1CCN(S(=O)(=O)c2cccs2)CC1,1%,3%,-12%,-4%,6%,1%,-6%
Cc1cccn2c(=O)cc(COc3cccc(NC(=O)COc4ccccc4)c3)nc12,2%,-37%,-7%,-16%,27%,0%,?
Cc1ccc(S(=O)(=O)c2nc(-c3ccc(F)cc3)oc2SCC(=O)c2ccccc2)cc1,-9%,48%[activator],34%[activator],-5%,-3%,1%,-2%
COc1ccccc1N1CCN(C(CNC(=O)C(=O)NCc2ccc(F)cc2)c2cccnc2)CC1 (configuration not stated),-6%,?,?,0%,5%,4%,0%
CCOc1ccc(C2C(=O)N(C3CCCCCC3)CC(=O)N2Cc2ccc(C)cc2)cc1OC (configuration not stated),0%,8%,6%,nt,nt,-1%,3%
COc1ccccc1N=c1scc(-c2ccc(S(=O)(=O)N3CCCC3)cc2)n1C,0%,-3%,11%,-23%,-4%,0%,-4%
Cc1cc(C)c(/C=C/c2onc(C)c2S(=O)(=O)N2CCC(C(=O)Nc3cccc(C)c3C)CC2)c(C)c1,-4%,-6%,-9%,-11%,10%,-1%,0%
Cc1ccc(/C=C(\C#N)C(=O)Nc2cccc(Cl)c2)o1,6%,-14%,-7%,5%,12%,1%,-3%
CNS(=O)(=O)c1cn(CC(=O)N2CCN(c3cccc(Cl)c3)CC2)cc1S(=O)(=O)NC,-1%,0%,3%,-1%,2%,1%,0%
Cc1ccc(-c2nc(CS(=O)CC(=O)N3CCN(c4ccc(Cl)cc4)CC3)c(C)o2)cc1 (configuration not stated),-6%,-1%,22%,?,-14%,-2%,-3%
COc1cc(NC(=O)Cn2nc(C(F)(F)F)c3c2CCCC3)cc(OC)c1OC,4%,-2%,6%,-12%,5%,-1%,?
COc1ccc(-c2c(C)nn3c(-c4ccccc4)cc(C)nc23)cc1OC,-3%,-5%,-13%,-24%,-4%,0%,-15%
O=C(Nc1ccc(F)c(Cl)c1)c1ccc2c(Cl)c3c(nc2c1)CCCC3,2%,-5%,3%,2%,?,-1%,1%
Cc1ccc2nc(SCc3nc(-c4ccccc4C)no3)[nH]c2c1,4%,?,-4%,-18%,10%,1%,0%
CCOC(=O)c1noc2ncnc(N3CCN(c4ccccc4OC)CC3)c12,-7%,0%,0%,2%,1%,3%,1%
Fc1ccc(CNc2nc3c(-c4ccc(F)cc4)nnn3c3ccccc23)cc1,0%,-17%,-9%,8%,-10%,1%,0%
Cc1cccc(CN2C(=O)CC(c3ccc(Cl)cc3)c3c(C)nn(-c4nc(C)cc(C)n4)c32)c1 (configuration not stated),-5%,8%,15%,-5%,10%,-3%,-1%
CCCn1cnc2cc(NCc3ccc(OC)cc3OC)ccc21,-3%,-11%,-10%,?,2%,-2%,2%
Cc1nc2ccn(Cc3ccco3)c(=O)c2cc1C(=O)NCc1ccccc1F,-14%,-18%,9%,nt,nt,0%,1%
COc1ccc(-c2cc3nc(C)c(CCC(=O)N4CCN(c5ccccc5F)CC4)c(C)n3n2)c(OC)c1,1%,-2%,-10%,?,?,-2%,0%
CCOc1ccc(-n2c(=O)c3c4c(sc3n(CC(=O)NC(C)CC)c2=O)CCCC4)cc1 (configuration not stated),-2%,-8%,4%,1%,-5%,1%,0%
CCc1ccc2occ(CC(=O)Nc3c(C(=O)c4ccc(C)cc4)oc4ccccc34)c2c1,4%,-11%,-3%,-4%,0%,-1%,-11%
CCn1c2c(c(=O)n3ncc(C(=O)Nc4ccc(C(=O)OC)cc4)c13)CN(Cc1ccc(OC)cc1)CC2,-8%,0%,-3%,-13%,-9%,0%,-3%
CCOc1ccc(CCNC(=O)c2nn(-c3ccc(OC)c(Cl)c3)c(=O)c3c2c2ccccc2n3C)cc1OCC,-1%,-5%,6%,-4%,16%,1%,10%
CCCCN(CC)CCCNC(=O)Cn1ncc2c([nH]c3ccc(C)cc32)c1=O,-2%,-4%,2%,-1%,-23%,0%,-2%
Oc1ccc(NCc2ccc(OCc3ccccc3Cl)cc2)cc1,1%,?,?,?,?,0%,?
CCOC(=O)c1cc(-c2ccccc2)n(CCC(=O)Nc2ccc(OC)c(Cl)c2)c1C,-1%,16%,48%[activator],-31%,2%,2%,1%
COc1ccc(-n2nc(C(=O)Nc3ccccc3OC)c3c4ccccc4n(C)c3c2=O)cc1Cl,-3%,6%,5%,-1%,4%,-2%,0%
O=C(COc1ccccc1[N+](=O)[O-])Nc1ccc(-c2nc3ccccc3s2)cc1,-3%,-26%,-9%,-4%,?,-4%,5%
COc1ccc(CSc2nc3ccncc3n2Cc2nc(-c3ccc(OC)c(OC)c3)oc2C)cc1,2%,?,13µM*,-31%,-8%,0%,-1%
O=C(c1cccc([N+](=O)[O-])c1)N1CCN(c2ccc(Nc3ccccc3)nn2)CC1,2%,-7%,44%[activator],1%,-4%,-3%,2%
Cc1cc(C)cc(Oc2c(C(F)(F)F)oc3cc(OCC(=O)NC4CCCCC4)ccc3c2=O)c1,3%,8%,-5%,23%,12%,1%,-2%
CCCCN(C)C(=O)CSc1c2c(nc3ccc(Cl)cc13)CCCC2,-7%,78%,1%,-10%,?,1%,8%
CN(C)S(=O)(=O)c1ccc(C(=O)Nc2c(C(=O)Nc3ccc(F)cc3)oc3ccccc23)cc1,-3%,-11%,-6%,-1%,18%,1%,-3%
COc1ccccc1C(=O)Nc1ccc2nc(SCC(=O)N(C)c3ccccc3)sc2c1,-9%,18%,0%,-14%,-5%,-3%,-4%
CCOc1ccc(OCC)c(NC(=O)c2cc(C)nc3c2c(C)nn3-c2cccc(Cl)c2C)c1,0%,-8%,-6%,1%,-6%,0%,-2%
CCc1nn(CC(=O)NC(C)CCc2ccccc2)c(=O)c2cc3c(OC)cccc3n12 (configuration not stated),-1%,-1%,-8%,nt,nt,1%,-5%
COc1cc(OC)c(NC(=O)CCc2c(C)nc3ncnn3c2C)cc1Cl,-1%,-11%,3%,-3%,7%,1%,0%
Cc1cc(S(=O)(=O)C(CNC(=O)COc2ccc(Cl)cc2)c2cccs2)ccc1F (configuration not stated),-2%,45%[activator],42%[activator],6%,-5%,0%,-1%
COc1ccccc1CNC(=O)c1cnn2c(C)c(Cc3ccc(F)cc3)c(C)nc12,-1%,28%,-6%,-19%,3%,2%,1%
COCCNC(=O)c1ccccc1NC(=O)c1nsc2ccccc12,2%,-15%,-16%,-2%,-2%,0%,0%
COc1ccc(NC(=O)CN(Cc2ccccc2)S(=O)(=O)c2ccc(C)cc2)cc1Cl,-2%,-3%,10%,nt,nt,0%,?

# Later entries:
SMILES,PTAP-TSG101 blk,p53null 39C kill,p53null 32C tox,FH mod,NTMT1 inhibitor,B2AR arrestin ag,GALK inhibitor
COc1cccc(NC(=O)Cn2cc(C(=O)c3ccc(C)cc3)c(=O)c3cc(OC)ccc32)c1,2%,13%,?,-5%,21%,-1%,0%
COc1ccc(CNC(=O)C2CCN(S(=O)(=O)c3ccc4nc5c(c(C(=O)O)c4c3)CCCC5)CC2)cc1,-1%,41%[activator],-5%,4%,6%,1%,-1%
O=C(O)c1ccc(Nc2ncnc3scc(-c4ccccc4)c23)cc1,-12%,9%,2%,?,-20%,-1%,-2%
Cc1cccc(CCn2c(=O)c3ccccc3n(Cc3ccccc3C)c2=O)c1,2%,-12%,-14%,-14%,4%,-2%,1%

# Profiles, quoted from the list. Order of values: PTAP-TSG101 blk | p53null 39C kill | p53null 32C tox | FH mod | NTMT1 inhibitor | B2AR arrestin ag | GALK inhibitor
# COc1ccc(CNC(=O)C2CCN(S(=O)(=O)c3ccc4nc5c(c(C(=O)O)c4c3)CCCC5)CC2)cc1 reads -1% | 41%[activator] | -5% | 4% | 6% | 1% | -1%
# Cc1cccc(CCn2c(=O)c3ccccc3n(Cc3ccccc3C)c2=O)c1 reads 2% | -12% | -14% | -14% | 4% | -2% | 1%
